# High-throughput results from PubChem BioAssay.
# HP1b binding inh – blocks HP1-beta chromodomain binding to methylated histone tails; AlphaScreen HP1-beta / biotin-H3K9me3 peptide binding; AID 540317; P83916; 390,000 compounds, 0.56% hits; Potency, µM (highest dose often 114 µM), for the others: top-dose activity change, negative = inhibition, usual class: inhibitors; also: nearly all actives have a fitted effect of over 70% in size; inactives centre near 23
# Target sequence (P83916 whole entry, looked up): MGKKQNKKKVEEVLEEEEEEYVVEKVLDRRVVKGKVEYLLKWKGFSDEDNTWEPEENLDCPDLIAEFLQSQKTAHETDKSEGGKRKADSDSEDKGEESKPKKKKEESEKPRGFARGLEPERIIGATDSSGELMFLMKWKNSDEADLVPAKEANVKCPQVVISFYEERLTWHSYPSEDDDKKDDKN
#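 HP1-beta protein (50 nM final) preincubated 30 min at room temperature with biotinylated H3(1-18)K9me3 peptide (50 nM) in PBS pH 7.4, 0.01% Tween-20, then compound added for 30 min. AlphaScreen streptavidin donor/nickel chelate acceptor beads (10 ug/mL final), 30 min dark, luminescence read.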
# Pol iota inh – blocks human DNA polymerase iota activity. Q9UNA4. Pol iota fluorescent replication assay, 10 min. Potency, µM (titrated, usually from 115 µM), for inactives: top-dose activity, negative = inhibition, actives largely listed as inhibitors. 390,000 compounds, 1% hits
#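 Fluorescent replication assay read twice, at 0 min and 10 min after adding 50 nM (final) substrate. Enzyme (10 nM) and compounds were first incubated 15 min at room temperature; enzyme-free buffer wells were negative controls.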
# BLM helicase inh – Bloom syndrome helicase (human) inhibition. 350,000 compounds, 0.2% hits. P54132. recombinant BLM DNA unwinding, fluorescence dequenching. Potency, µM (doses to about 56.1 µM), for inactives: at the top dose activity change, negative = inhibition, actives largely listed as inhibitors;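 also: plate controls were vehicle for no effect and no enzyme for full effect; nearly all actives have a fitted effect of over 35% in size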
# G9a block – G9a (human) methyltransferase inhibition. Potency, µM (series often up to 102 µM), inactives show at the top dose activity, negative = inhibition, usual class: inhibitors. 350,000 compounds, 8.8% hits. AID 504332. G9a H3K9 monomethylation, AlphaScreen, 2 h; also: % is scaled to controls: 0 for no effect and ±100 for the full control effect; nearly all actives have a fitted effect of over 75% in size
# Target sequence (Q96KQ7 913-1193 limits assumed): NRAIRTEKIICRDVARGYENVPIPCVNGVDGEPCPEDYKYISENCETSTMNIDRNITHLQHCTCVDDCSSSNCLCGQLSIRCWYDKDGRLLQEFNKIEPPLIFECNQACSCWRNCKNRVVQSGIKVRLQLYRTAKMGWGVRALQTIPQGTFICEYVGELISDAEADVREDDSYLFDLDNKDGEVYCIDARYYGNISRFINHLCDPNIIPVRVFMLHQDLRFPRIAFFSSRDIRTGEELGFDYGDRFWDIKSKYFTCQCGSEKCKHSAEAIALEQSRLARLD
#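 AlphaScreen detection with an anti-monomethyl H3K9 antibody quantified product after a 2 h room-temperature reaction containing 500 nM biotinylated H3K9 peptide, 20 µM SAM and 20 nM enzyme, which had been preincubated 15 min with compound.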
# BAZ2B inh – BAZ2B (human) inhibition; Potency, µM (top dose mostly 114 µM), for the others: at the top dose activity change, negative = inhibition, actives largely listed as inhibitors; Q9UIF8; AlphaScreen BAZ2B-H3K14Ac peptide displacement; 360,000 compounds, 4.4% hits; also: % is scaled to controls: 0 for no effect and ±100 for the full control effect; nearly all actives have a fitted effect of over 60% in size
#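 AlphaScreen luminescence quantifies BAZ2B engagement of H3K14Ac peptide; the protein and biotinylated peptide are both at 50 nM final, buffer PBS pH 7.4 with 0.01% Tween-20, all steps at room temperature.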
# Pin1 inh – blocks the human prolyl isomerase Pin1 | Q13526 | Potency, µM (series often up to 115 µM), without a hit: at the top dose activity, negative = inhibition, most hits filed as inhibitors | 390,000 compounds, 0.009% hits | Pin1 FP peptide displacement, HiFluor488, 10 min; active = well fitted inhibition curve with a large enough effect in the polarisation, with a control signal flat, not every such curve was filed as active; inconclusive = small, poorly fitted or top-dose-only effect, or effect the other way, or a change in a side signal; inactive = no such curve, though single readings can be large or run the other way; the % refers to the polarisation; also: % is scaled to controls: 0 for no effect and ±100 for the full control effect
# Target sequence (Q13526 whole entry, looked up): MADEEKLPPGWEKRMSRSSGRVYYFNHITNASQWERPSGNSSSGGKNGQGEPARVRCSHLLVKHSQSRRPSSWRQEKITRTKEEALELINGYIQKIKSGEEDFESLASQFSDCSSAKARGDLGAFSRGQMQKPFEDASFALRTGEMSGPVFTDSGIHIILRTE
# GLS inh – inhibitors of human glutaminase (GLS); O94925; GLS enzymatic activity, qHTS titration; Potency, µM (titrated, usually from 45.5 µM), for the others: top-dose activity change, negative = inhibition, hits mostly inhibitors; 410,000 compounds, 0.21% hits; also: % is scaled to controls: 0 for no effect and ±100 for the full control effect
#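 Two-point fluorescence kinetic (t0, 30 min RT) for hKGA; glutamate detected via glutamate oxidase–HRP–Amplex Red. Substrate: 1 mM L-glutamine solution; buffer 45 mM KH2PO4, pH 8.2.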
# JMJD2A Tudor – inhibitors of human JMJD2A Tudor domain; AlphaScreen JMJD2A-Tudor / H3K4me3 peptide binding; Potency, µM (doses to about 114 µM), inactives show at the top dose activity change, negative = inhibition, actives largely listed as inhibitors; 390,000 compounds, 4.4% hits; AID 504339; also: % is scaled to controls: 0 for no effect and ±100 for the full control effect; nearly all actives have a fitted effect of over 50% in size
# Tb PGK inh – T. brucei PGK inhibition. P07378. PGK/GAPDH coupled, Kinase-Glo luminescence, 60 min. Potency, µM (doses to about 57.5 µM), without a hit: at the top dose activity change, negative = inhibition, hits mostly inhibitors. 380,000 compounds, 0.043% hits; also: % is scaled to controls: 0 for no effect and ±100 for the full control effect; nearly all actives have a fitted effect of over 60% in size
# Target sequence (P07378 whole entry, looked up): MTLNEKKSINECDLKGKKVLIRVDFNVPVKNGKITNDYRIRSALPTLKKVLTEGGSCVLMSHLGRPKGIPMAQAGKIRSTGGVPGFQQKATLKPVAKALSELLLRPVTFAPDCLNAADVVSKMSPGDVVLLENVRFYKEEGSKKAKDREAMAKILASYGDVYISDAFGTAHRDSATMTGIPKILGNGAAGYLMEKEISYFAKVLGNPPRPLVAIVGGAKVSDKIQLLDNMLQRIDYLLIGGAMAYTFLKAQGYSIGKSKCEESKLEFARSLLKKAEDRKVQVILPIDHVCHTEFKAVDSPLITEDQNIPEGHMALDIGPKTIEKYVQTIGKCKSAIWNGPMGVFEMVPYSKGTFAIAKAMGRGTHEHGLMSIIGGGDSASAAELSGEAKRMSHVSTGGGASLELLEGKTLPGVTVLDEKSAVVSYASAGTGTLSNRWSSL
#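 Recombinant glycosomal PGK reaction used 1,3-bisphosphoglycerate generated in-well by GAPDH (100nM final) in 100mM TEA pH 7.6, 5mM MgCl2, 0.01% Tween-20. After 60 minutes at room temperature, ATP was read by Kinase-Glo Plus luminescence end-point.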
# * marks the source's active call; other numbers are inactive results; i = inactive; ? = inconclusive; nt = no result given; [ ] = remark or other dose. Unless noted, calls follow the shape of the dose curve; as a rule, active = well fitted curve in the direction sought with a large enough effect; inconclusive = small, poorly fitted or top-dose-only effect, or another doubt; inactive = no such curve, though single readings can be large; an effect the other way counts as inactive or inconclusive. Potency is read from the fitted curve at half-maximal effect.
no.	Molecule	HP1b binding inh	Pol iota inh	BLM helicase inh	G9a block	BAZ2B inh
1	Cc1ccc(NC(=O)N2CCCC(c3ccccc3)C2)cc1 (stereo unspecified)	26%	19%	-10%	4%	2%
2	Cc1cc(OCC(=O)NCc2ccccn2)c2c(C)c(C)c(=O)oc2c1	10%	-23%	3%	-4%[0.0925 µM]	-6%
3	O=[N+]([O-])c1cc(S(=O)(=O)NCCc2ccccn2)ccc1Cl	22%	4%	nt	?	-36%
4	Cc1cccc(NC(=O)C2CCN(S(=O)(=O)c3c(C)noc3/C=C/c3ccco3)CC2)c1	0%	?	-7%	-51%[59 µM]	nt
5	CCCn1nnnc1NCc1ccccc1F	17%	5%	-1%	25%	3%
6	S=C(NCc1ccccc1)N1CCN(C2CCCCC2)CC1	-5%	11%	-1%	2%	-23%
7	Cc1nc(NC(=O)CSc2cc(C)c3ccccc3n2)c(Cl)cc1Cl	22%	-12%	-2%	45µM*	0%
8	O=C(COC(=O)c1ccco1)Nc1ccccc1[N+](=O)[O-]	28%	-26%	-2%	-4%	-22%
9	COc1ccccc1-n1cc(-c2ccc([N+](=O)[O-])cc2)[nH]c1=S	15%	30%	-1%	-29%	-21%
10	O=C(O)c1cc(N/N=C/c2ccc(-c3ccc(F)cc3)o2)ccc1Cl	-10%	?	-3%	50µM*	?

no.	Pin1 inh	GLS inh	JMJD2A Tudor	Tb PGK inh
1	4%	-6%	-5%	-8%
2	-1%	3%	-14%	1%
3	-8%	7%	-19%	5%
4	57%[activator]	-10%	-27%	-3%
5	0%	4%	-12%	-13%
6	-13%	36%[activator]	-7%[11.4 µM]	-6%
7	27%	3%	-27%	-1%
8	-7%	0%	-12%	i
9	0%	7%	-13%	2%
10	-18%	-5%	-18%	-3%

# The list goes on:
no.	Molecule	HP1b binding inh	Pol iota inh	BLM helicase inh	G9a block	BAZ2B inh
11	COc1cccc(/C=N/NC(=O)CCc2c(C)n[nH]c2C)c1	11%	-9%	2%	?	62%[activator]
12	COC(=O)CCCC1=CC2=CC(=O)C(C)(OC(=O)c3cccs3)C(=O)C2=CN1CCc1ccccn1 (stereo unspecified)	21%	24%	-17%[12.4 µM]	11%[59 µM]	-30%
13	CC(=O)N1CCN(C(=O)c2cccc(S(=O)(=O)Nc3ccc(C)cc3)c2)CC1	34%	5%	1%	-16%[59 µM]	-2%
14	CC(C)c1cc(-c2cc(C(=O)NCc3ccccc3)on2)nc(NC2CCCC2)n1	67%[activator]	10%	-11%	-7%[59 µM]	5%
15	Cc1ccccc1OCC(=O)N1CCC(c2nc3ccccc3s2)CC1	35%[activator]	6%	-5%	3%[59 µM]	0%
16	O=C(O)C1CCN(S(=O)(=O)c2cccnc2)CC1	32%	12%	-3%	-33%	-17%
17	CCc1ccccc1NC(=O)CN(C)S(=O)(=O)c1ccc2c(c1)c(=O)n(C)c(=O)n2C	37%	?	-2%	-7%	5%
18	Oc1c(Br)cccc1/C=N/c1ncn[nH]1	24%	7%	-6%	19%	-13%
19	COC(CNC(=O)C1CCCN1C(=O)OCc1ccccc1)OC (stereo unspecified)	32%	-10%	-5%	20%	1%
20	Cc1noc(C)c1CSc1nnc(C)c(=O)[nH]1	?	-1%	3%	-11%[59 µM]	-1%

no.	Pin1 inh	GLS inh	JMJD2A Tudor	Tb PGK inh
11	7%	0%	-9%	-1%
12	-24%	-9%	-22%	9%
13	5%	3%	-1%	1%
14	9%	1%	1%	-9%
15	-1%	2%	-5%	10%
16	-3%	9%	-11%	2%
17	-7%	-14%	-6%	i
18	-2%	-2%	-13%	-9%
19	-6%	8%	-6%	-6%
20	3%	4%	?	-5%

# Seven entries already listed, arranged by number of heavy atoms, highest first.
no.	Molecule	HP1b binding inh	Pol iota inh	BLM helicase inh	G9a block	BAZ2B inh
12	COC(=O)CCCC1=CC2=CC(=O)C(C)(OC(=O)c3cccs3)C(=O)C2=CN1CCc1ccccn1 (stereo unspecified)	21%	24%	-17%[12.4 µM]	11%[59 µM]	-30%
17	CCc1ccccc1NC(=O)CN(C)S(=O)(=O)c1ccc2c(c1)c(=O)n(C)c(=O)n2C	37%	?	-2%	-7%	5%
14	CC(C)c1cc(-c2cc(C(=O)NCc3ccccc3)on2)nc(NC2CCCC2)n1	67%[activator]	10%	-11%	-7%[59 µM]	5%
13	CC(=O)N1CCN(C(=O)c2cccc(S(=O)(=O)Nc3ccc(C)cc3)c2)CC1	34%	5%	1%	-16%[59 µM]	-2%
15	Cc1ccccc1OCC(=O)N1CCC(c2nc3ccccc3s2)CC1	35%[activator]	6%	-5%	3%[59 µM]	0%
20	Cc1noc(C)c1CSc1nnc(C)c(=O)[nH]1	?	-1%	3%	-11%[59 µM]	-1%
18	Oc1c(Br)cccc1/C=N/c1ncn[nH]1	24%	7%	-6%	19%	-13%

no.	Pin1 inh	GLS inh	JMJD2A Tudor	Tb PGK inh
12	-24%	-9%	-22%	9%
17	-7%	-14%	-6%	i
14	9%	1%	1%	-9%
13	5%	3%	-1%	1%
15	-1%	2%	-5%	10%
20	3%	4%	?	-5%
18	-2%	-2%	-13%	-9%

# Following part:
no.	Molecule	HP1b binding inh	Pol iota inh	BLM helicase inh	G9a block	BAZ2B inh
21	COc1cc(C(=O)Nc2nc3ccccc3[nH]2)cc(OC)c1OC	9%	27%	4%	1%[59 µM]	-4%
22	Cc1nc2ncnn2c(C)c1CCC(=O)NC(C)CCc1ccco1 (stereo unspecified)	35%	19%	-1%	16%[59 µM]	2%
23	CC1=C(C(=O)OCC2CCCO2)C(c2ccncc2)C2=C(CC(C)(C)CC2=O)N1 (stereo unspecified)	-7%	13%	1%	-2%[59 µM]	-4%
24	O=S(=O)(c1ccc(Br)cc1)c1nnn2c1nc(NCc1ccc3c(c1)OCO3)c1sccc12	0%	-3%	-13%	-23%[59 µM]	-21%
25	CNS(=O)(=O)c1cccc(C(=O)OCC(=O)c2c(N)n(Cc3ccccc3)c(=O)n(C)c2=O)c1	-10%	-4%	nt	nt	nt
26	CCc1ccc(NC(=O)Cc2c(C(=O)O)c(C)cn2C)cc1	-6%	25%	2%	8%[59 µM]	-27%
27	Cc1c(C(=O)NCc2ccc(F)cc2)sc2nc(-c3ccccc3)cn12	29%[57 µM]	-10%	-1%	-1%[59 µM]	1%
28	COC(=O)Cn1c2ccccc2c2nc(C)sc21	27%	48%[activator]	-3%	-23%[12.7 µM]	6%
29	Cc1cccc(C(=O)NCc2ccco2)c1	27%	?	-4%	14%[0.501 µM]	?
30	CCCCn1c(N)c(N(CCOC)C(=O)c2ccc(-c3ccc(C(C)=O)cc3)o2)c(=O)[nH]c1=O	17%	-3%	nt	13µM*	71µM*

no.	Pin1 inh	GLS inh	JMJD2A Tudor	Tb PGK inh
21	-6%	-6%	-32%	-3%
22	2%	nt	2%	-10%
23	?	0%	?	0%
24	53%[activator]	-13%	-22%	-5%
25	6%	1%	-30%	-3%
26	-8%	3%	-24%	-4%
27	26%	-4%	-2%	i
28	-8%	6%	-1%	10%
29	-14%	-7%	?	-9%
30	10%	-1%	?	-2%

# Following part:
no.	Molecule	HP1b binding inh	Pol iota inh	BLM helicase inh	G9a block	BAZ2B inh
31	Cc1ccc(C(=O)NCc2cccnc2)cc1S(=O)(=O)N1CCCCCC1	40%[activator]	23%	-3%	54%[activator]	0%
32	Cc1sc2c(c1C)CN(CCN1CCOCC1)CN2C(=O)c1ccccc1	34%	22%	0%	-32%	7%
33	C/C(Cl)=C/Cn1c(NCCN(C)C)nc2c1c(=O)n(C)c(=O)n2C	18%	-4%	0%	?	6%
34	CCC(=O)N1CCc2cc(S(=O)(=O)NCCC(=O)N3CCc4ccccc4C3)ccc21	-1%	18%	0%	-12%	1%
35	Cc1ccc(-c2csc3ncnc(NCCN4CCOCC4)c23)cc1	32%	10%	-3%	nt	-26%
36	CN1CCN(CC(=O)Nc2c(C(=O)C3CC3)oc3ccccc23)CC1	15%	22%	-8%	11%[59 µM]	1%
37	Cc1ccc(Sc2ncccc2O)cc1	25%	-17%[58.9 µM]	nt	nt	nt
38	COC(=O)c1c(C(=O)OC)c2n(c1C)Cc1ccccc1C2	47%[activator]	-1%	0%	-14%[59 µM]	nt
39	Nc1c(-c2n[nH]c(=S)n2-c2ccc(Cl)cc2Cl)cnn1-c1ccccc1	54%[activator]	-9%	-8%	4.5µM*	1%
40	CC(C)CCNC(=O)CCn1nc(-c2ccccc2)ccc1=O	26%	10%	3%	0%[0.501 µM]	4%

no.	Pin1 inh	GLS inh	JMJD2A Tudor	Tb PGK inh
31	-6%	-24%	-8%	8%
32	-3%	8%	-6%	12%
33	2%	30%[activator]	-19%	-2%
34	-5%	-14%	-14%	-6%
35	3%	10%	-8%	-6%
36	2%	nt	5%	-8%
37	-1%	-5%	-5%	-2%
38	-2%	nt	-9%	-7%
39	-1%	1%	6%	i
40	7%	-12%	5%	-8%

# Next structures.
no.	Molecule	HP1b binding inh	Pol iota inh	BLM helicase inh	G9a block	BAZ2B inh
41	CC(C)(C)c1ccc(C(=O)NCC(c2ccco2)S(=O)(=O)c2ccc(F)cc2)cc1 (stereo unspecified)	40%	-3%	-12%	-26%[59 µM]	-18%
42	Nc1cc(N)nc(SCC(=O)Nc2cc(S(=O)(=O)N3CCOCC3)ccc2Cl)n1	13%	21%	1%	nt	-3%
43	Cc1ccccc1C1C(=O)c2ccccc2C1=O	33%	-16%	-10%	nt	-3%
44	COc1ccccc1C(CNC(=O)C(C)Oc1ccc(Br)cc1)N1CCCC1 (stereo unspecified)	20%	24%	nt	?	-6%
45	COc1ccccc1/C=C/C=N/n1c(COc2ccccc2)n[nH]c1=S	-8%	9%	-4%	3.5µM*	-4%
46	COc1cc2c(C(=O)OCCN(C)C)c(CSc3ccccc3)n(C)c2cc1Br	-3%	130%[activator]	2%	-24%	-21%
47	O=C(CCCSc1nc2ccccc2[nH]1)NCc1ccccc1Cl	?	6%	1%	35µM*	-2%

no.	Pin1 inh	GLS inh	JMJD2A Tudor	Tb PGK inh
41	9%	4%	-9%	i
42	-6%	4%	-17%	-3%
43	-2%	12%	3%	-2%
44	-6%	-11%	-24%	i
45	1%	-17%	?	2%
46	0%	11%	-31%	i
47	-3%	-1%	-17%	-5%

# The list is partial. The share of hits here may be higher or lower than overall.
